# Bioassay records from PubChem BioAssay.
# ERK EGF block: EGF-driven ERK pathway inhibition. HEK293-V1b, EGF-stimulated phospho-ERK AlphaScreen. Potency, µM (doses to about 11.5 µM), for the others: top-dose activity change, negative = inhibition, usual class: inhibitors. hit rate 0.41% among 130,000; active = well fitted inhibition curve with a large enough effect; inconclusive = small, poorly fitted or top-dose-only effect, or effect the other way;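 also: plate controls were stimulated vehicle wells for no effect and unstimulated vehicle basal for full effect; nearly all actives have a fitted effect of over 55% in size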
#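 HEK293 cells stably expressing V1b receptor, serum-reduced (1% FBS) overnight, pretreated 30 min with compound, then stimulated 5 min with 25 nM EGF; phospho-ERK detected by AlphaScreen SureFire. AC50 from Hill fits, normalized to DMSO and EGF.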
# An asterisk follows results filed as active; ? = inconclusive; [ ] = remark or other dose. Potency is read from the fitted curve at half-maximal effect. Only part of the results is shown. The share of hits here may be higher or lower than overall.
SMILES,ERK EGF block
Cc1cccc(NC(=O)CN2C(=O)S/C(=C\c3ccc(O)c([N+](=O)[O-])c3)C2=O)c1,0%
Cc1c(C(=O)NCCCn2ccnc2)oc2ccccc12,7%
O=c1c(Cc2c(F)cccc2Cl)c(O)ccn1Cc1ccc(F)cc1,-8%
CS(=O)(=O)Nc1ccc(C2=NN(C(=O)c3ccco3)C(c3cccc(F)c3)C2)cc1 (configuration not stated),-4%
CCCC[C@@H]1C[C@H]1[C@@H](NC(=O)c1ccco1)c1ccc(Cl)cc1,3%
COc1ccccc1N(C)S(=O)(=O)c1ccc(C(=O)Nc2nc(C)cs2)cc1,0%
O=C(O)c1cccc(NC2=Nc3cccc4cccc2c34)c1,-4%[57.5 µM]
COc1ccc(C2=CSC3=NNC4(CCCCC4)NN23)cc1,-4%
CCS(=O)(=O)NCCNc1ccc([N+](=O)[O-])cc1,-2%
O=C(CN1CCN(Cc2ccccc2)CC1)N1CCCc2c1c(=O)oc1ccc(O)cc21,?
Nc1ncnc2c1ncn2[C@@H]1O[C@H](COP(=O)(O)O)[C@@H](O)[C@@H]1O,6%[25.7 µM]
O=C(NCC1(c2ccccc2)CCCC1)c1ccc(Br)o1,1%
CCOc1ccc(NC(=S)NCc2nc3ccccc3[nH]2)cc1,1%
O=S(=O)(c1ccccc1F)N1CCN(c2nc3ccccc3s2)CC1,-1%
Cc1cc(C)c(NC(=O)Cc2ccc(-n3cccc3)cc2)c(C)c1,5%
CC(=O)Nc1cccc(NC(=O)CSc2ccc3nnc(CCNC(=O)c4ccccc4)n3n2)c1,-5%
CCOC(=O)c1ccccc1NC(=O)c1cn(-c2ccc(C)c(C)c2)c(=O)c2ccccc12,9%
O=C(c1cnccn1)N1CCC[C@@]2(CCN(c3ccncc3)C2)C1,3%
O=C(NCc1cccs1)C1CCCN1C(=O)Nc1cccc(F)c1 (configuration not stated),-20%
CN(C)S(=O)(=O)N1CCN(S(=O)(=O)N2CCOCC2)CC1,-5%
CC(C)(C)C(=O)NNC(=O)c1ccc(Oc2cc(Cl)cc(Cl)c2)o1,1%[57.5 µM]
CCSc1nnc(Cc2cc(=O)[nH]c(=O)[nH]2)n1-c1cccc(C)c1,-1%[57.5 µM]
O=C(c1cccnc1)n1nc(-c2ccco2)nc1NCc1cccs1,-8%
COc1ccc2c(c1)C(=O)[C@H](OC(=O)NCc1ccco1)[C@@H](c1ccc(OC)c(Br)c1)O2,1%
COC(=O)Cc1ccc(O)c(N)c1,-17%
SMILES,ERK EGF block
CC(C)(C)C1CCC(=NNC(=O)CN(c2ccccc2)S(C)(=O)=O)CC1 (configuration not stated),33%
COc1ccc(-n2c3c(c(=O)[nH]c2=O)C(NC(C)=O)(C(F)(F)F)C(=O)N3)cc1 (configuration not stated),-10%
CC1CCCN(c2nc(NCc3ccco3)nc(N)c2[N+](=O)[O-])C1 (configuration not stated),5%
COc1ccc(C(=O)N2N=C(c3cccc(OC)c3)CC2(O)C(F)(F)F)cc1 (configuration not stated),2%
Cc1ccc(NC(=O)COC(=O)COc2ccc(Cl)cc2C)c([N+](=O)[O-])c1,2%
O=c1[nH][nH]c(=S)n1-c1ccccc1C(F)(F)F,2%[57.5 µM]
CCCc1nn(C)c(C(=O)Nc2cccc(C)c2)c1Cl,-8%
Cc1ccc(N2C(=O)CC(Sc3ccccc3C(=O)O)C2=O)cc1 (configuration not stated),4%
CCOc1ccc(/C=N/NC(=O)C(C)N(c2ccc(OC)cc2)S(C)(=O)=O)cc1OCC (configuration not stated),2%
CC(=O)c1ccc(-c2ccccc2OC(F)(F)F)o1,-1%[57.5 µM]
NN(CCO)C(=S)Nc1ccc(Cl)cc1,-3%
CCOC(=O)C1(CCCc2ccccc2)CCN(Cc2ccn[nH]2)CC1,-4%[57.5 µM]
Cc1ccc(CNC(=O)CCc2ccccc2)cc1,3%
CCN(CC)C1CCS(=O)(=O)C1 (configuration not stated),3%
COCCCNC(=O)C1CCCN(S(=O)(=O)c2ccc(C)cc2)C1 (configuration not stated),-3%
O=C(Nc1ccsc1C(=O)N1CCCC1)c1ccccc1,5%
CC(C)(C)NC(=O)N1CCCC(C(=O)c2cccc(Cl)c2)C1 (configuration not stated),-1%
Cc1ccc(CN2CCN(C3CSCCSC3)CC2CCO)cc1 (configuration not stated),-13%
O=C(C1CCC(CNc2c(N3CCCC3)c(=O)c2=O)CC1)N1CCc2ccccc21 (configuration not stated),-8%[57.5 µM]
Cc1ccc(-c2cnc3n2CCCCC3)cc1,?
CN(C)S(=O)(=O)c1cc(NC(=O)COC(=O)C2COc3ccccc3O2)ccc1Cl (configuration not stated),-6%
CC(=O)/C(=C/N(C)C)C(=O)Nc1ccc(Cl)cc1Cl,14%
CCOc1ccc(C(=O)NC(=S)N2CCN(c3ccc(C(F)(F)F)cc3[N+](=O)[O-])CC2)cc1,6%
CCn1c2ccccc2n2c(=O)c(=O)n(CC(=O)N3CCN(c4ccccc4OC)CC3)nc12,-6%
CCc1nnc(NC(=O)C2=CCN(S(=O)(=O)c3ccc(F)cc3)CC2)s1,6%[57.5 µM]
SMILES,ERK EGF block
O=C(Nc1nc2ccc(SC(F)F)cc2s1)c1ccc(NS(=O)(=O)c2ccc(F)c(F)c2)cc1,4%
CCN(CC)S(=O)(=O)c1ccc(-c2csc(C)n2)cc1,-13%
Cc1ccc(NC(=S)NCc2ccccc2)cc1[N+](=O)[O-],8%
Cc1ccc(NC(=S)N2CCCCC2CO)cc1C (configuration not stated),-21%
CC(C)NS(=O)(=O)c1ccc(OCC(=O)N2CCc3ccccc3C2)cc1,4%
CN1CCN(C(=S)NC(=O)c2cccc(S(=O)(=O)N(C)C)c2)CC1,-1%
Nc1ncnc2c1ncn2[C@@H]1O[C@H](CO)C[C@@H]1O,-9%
Nc1ccc(NC(=O)c2ccc(C(=O)Nc3ccc(N)cc3)cc2)cc1,14%[57.5 µM]
O=C(Nc1ccccc1)OC1CCS(=O)(=O)C1 (configuration not stated),3%
CSc1nc2c(ccc3ccccc32)o1,2%
CCC(=O)c1ccc(OCc2ccc(C#N)cc2)cc1,-4%
CCOC(=O)c1[nH]c(C)c(C(=O)OCC(=O)NC2CCS(=O)(=O)C2)c1C (configuration not stated),-9%[57.5 µM]
Cc1cc(C(F)(F)F)nn1CC(=O)Nc1ccc(Br)c2cccnc12,-10%
CCCN1C(=O)C(O)(C2COC(C)(C)CC2=O)c2ccccc21 (configuration not stated),-3%
C/C(=N\NC(=O)c1c(Cl)cnn1C)c1ccc(NC(=O)c2ccncc2)cc1,-7%
CCOc1ccc(-c2cc(CCCC(=O)N3CCN(c4ccc(OC)cc4)CC3)no2)cc1,1%
Cn1nnnc1SCC1=C(C(=O)O)N2C(=O)C(NC(=O)C(O)c3ccccc3)C2SC1 (configuration not stated),6%
CCOC(=O)/C(=C\c1ccc(Cl)cc1)c1nc2sc(C)c(C)c2c(=O)[nH]1,6%
Cc1ccc(C(=O)N/N=C(\CC(C)C)c2ccccc2)cc1,-7%
CCNC(=S)Nc1ccc(Cl)cc1,3%
O=C(NCc1ccccc1)c1ccc2nnsc2c1,-1%[57.5 µM]
COc1ccc(-n2cc(C#N)c(=O)n(Cc3ccc(F)cc3)c2=O)cc1,3%
CCC(CC)NC(=O)c1ccc(Cl)cc1,-5%
O=C(c1ccc(S(=O)(=O)c2ccc(F)cc2)c([N+](=O)[O-])c1)N1CCCCCC1,1%
CCc1ccccc1NC(=O)CN(C)C(=O)CSc1nn(-c2ccc(F)cc2)c(=S)s1,10%

# Part of the list above, tab-delimited.
molecule	ERK EGF block
CCN(CC)S(=O)(=O)c1ccc(-c2csc(C)n2)cc1	-13%
Cc1ccc(NC(=S)NCc2ccccc2)cc1[N+](=O)[O-]	8%
Cc1ccc(NC(=S)N2CCCCC2CO)cc1C (configuration not stated)	-21%

# Continued:
SMILES,ERK EGF block
O=C(O)c1ccc([N+](=O)[O-])c(CS(=O)(=O)c2ccc(Cl)cc2)c1,3%
CCN(CC)S(=O)(=O)c1ccc(NS(=O)(=O)CC23CCC(CC2=O)C3(C)C)cc1 (configuration not stated),4%
O=S(=O)(NCC(c1cccnc1)N1CCN(Cc2ccccc2)CC1)c1ccccc1 (configuration not stated),12%
CCOc1ccc(C(=O)N2CCn3c2nc2ccccc23)cc1,6%
CC1(C)Cc2c(sc(NC(=O)c3ccccc3Cl)c2C(=O)O)CO1,7%
CCC(C)NC(=O)Cn1c(=O)sc2ccccc21 (configuration not stated),7%
Cn1c(=O)cc(SCC(=O)NCC2CCCO2)c2ccc(Cl)cc21 (configuration not stated),2%
COc1ccc(-c2csc(NC(=O)CC(C)C)n2)cc1,?
NS(=O)(=O)c1ccc(NC(=O)C2C3C=CC(C3)C2C(=O)O)cc1 (configuration not stated),-3%
CCC(C(=O)NC1CCCCC1)n1c(SCc2cccc(C)c2)nc2ccncc21 (configuration not stated),-2%
CC1CCCC(C)N1C(=O)COc1ccc([N+](=O)[O-])cc1Cl (configuration not stated),2%[57.5 µM]
COc1ccc(NC(=S)NC23CN4CN(CN(C4)C2)C3)c(OC)c1,-4%
CC(C)C(c1nnnn1Cc1cccs1)N1CCN(C(=O)c2ccco2)CC1 (configuration not stated),0%
Cc1cccc(C)c1NC(=O)CS(=O)CC(=O)NCC1OCCc2ccccc21 (configuration not stated),-6%
COC(=O)COc1ccccc1C(=O)Nc1ccc(OC)cc1,-4%
C=CCOc1c(CNC2CCCC2)cc(Cl)cc1OC,9%
Cc1ccc(NC(=O)Cn2ccsc2=N)cc1S(=O)(=O)N(C)C,-3%
CN(CCC1CCOCC1)C(=O)CC1C(=O)NCCN1Cc1ccoc1 (configuration not stated),-6%
Cc1ccc(-c2cc(C(=O)NCCCn3ccnc3)no2)cc1,-1%
COc1cccc(NC(C)C(=O)Nc2cc([N+](=O)[O-])ccc2Cl)c1 (configuration not stated),3%
O=C(COC(=O)c1ccc(Br)cc1)NCCN1C(=O)CSC1=O,-12%
CCOC(=O)c1sc(NC(=O)CSc2nc3ccccc3o2)c(C(=O)OCC)c1C,-14%
COc1ccc(OCC(=O)Nc2ccc3oc(-c4ccncc4)nc3c2)cc1,1%
Brc1ccc(C2=CSC3=NCCN23)cc1,4%
COc1ccc(/C=N/NC(=O)CCNc2n[nH]c(=O)[nH]c2=O)c(OC)c1,2%

# A draw from above in order of molar mass, high to low:
SMILES,ERK EGF block
Cc1cccc(C)c1NC(=O)CS(=O)CC(=O)NCC1OCCc2ccccc21 (configuration not stated),-6%
COc1ccc(OCC(=O)Nc2ccc3oc(-c4ccncc4)nc3c2)cc1,1%
COc1ccc(/C=N/NC(=O)CCNc2n[nH]c(=O)[nH]c2=O)c(OC)c1,2%
O=C(O)c1ccc([N+](=O)[O-])c(CS(=O)(=O)c2ccc(Cl)cc2)c1,3%
Cc1ccc(NC(=O)Cn2ccsc2=N)cc1S(=O)(=O)N(C)C,-3%
COc1cccc(NC(C)C(=O)Nc2cc([N+](=O)[O-])ccc2Cl)c1 (configuration not stated),3%
CC1CCCC(C)N1C(=O)COc1ccc([N+](=O)[O-])cc1Cl (configuration not stated),2%[57.5 µM]

# The list goes on.
SMILES,ERK EGF block
Cc1sc2nc(COC(=O)CNC(=O)c3ccc(C(C)(C)C)cc3)[nH]c(=O)c2c1C,4%
CCN(CC)S(=O)(=O)c1ccc(C)c(NC(=O)COc2ccc(Cl)cc2Br)c1,0%
COc1ccccc1CCNS(=O)(=O)c1cn(C)c(=O)n(C)c1=O,6%[57.5 µM]
C/C(=C\CO)CCO,-10%
CCOC(=O)C(C)Sc1nnc(Cc2cc(=O)[nH]c(=O)[nH]2)n1-c1ccc(Cl)cc1 (configuration not stated),5%
Cc1ccc(OCC(=O)NCC2CCCO2)c(C)c1 (configuration not stated),0%
Cc1ccc(CCNC(=O)C2CCN(S(=O)(=O)c3ccc4c(c3)CCC(=O)N4)CC2)cc1,0%
CCc1cccc(Nc2cc(C)nc3nc(C)nn23)c1,6%
O=C(N/N=C/c1ccc(OC2CSC2)cc1)c1ccc(CN2CCOCC2)cc1,-2%
COc1ccc(C2/C=C\CNCC(=O)N2Cc2ccc(F)cc2)cc1 (configuration not stated),-9%[57.5 µM]
COc1cc(C(=O)OCc2cc3ccccc3[nH]c2=O)cc(OC)c1OC,-2%
Cc1noc(NC(=O)c2c(-c3c(Cl)cccc3Cl)noc2C)c1[N+](=O)[O-],-7%[57.5 µM]
CCC(=O)NNc1nc2c(Cl)cccc2s1,-3%
O=C(Nc1ccccc1N1CCCCC1)c1ncoc1-c1cccc(F)c1,-14%[57.5 µM]
CC(=O)N(Cc1ccc(F)cc1)c1cccc(C)c1C,-5%
Cc1ccc2[nH]c(=O)c(CNS(=O)(=O)c3ccccc3)c(-c3ccccc3)c2c1,4%
CCOC(=O)C1(Cc2cccc(F)c2)CCN(CC2CC2)CC1,-11%
CCN(CC)c1ccc(S(=O)(=O)N2CCOCC2)cc1NC(=O)CN1CCc2ccccc2C1,-6%
C=C(C)C(=O)NNc1ccccc1,-4%
Cc1cc(C)c2cc(CN(CCO)C(=O)NC3CCCCC3)c(=O)[nH]c2c1,-7%[57.5 µM]
COc1ccccc1Nc1ccc(C(=O)O)cc1[N+](=O)[O-],13%

# Structural class: those above with a CF3 group
SMILES,ERK EGF block
COc1ccc(-n2c3c(c(=O)[nH]c2=O)C(NC(C)=O)(C(F)(F)F)C(=O)N3)cc1 (configuration not stated),-10%
COc1ccc(C(=O)N2N=C(c3cccc(OC)c3)CC2(O)C(F)(F)F)cc1 (configuration not stated),2%
O=c1[nH][nH]c(=S)n1-c1ccccc1C(F)(F)F,2%[57.5 µM]
CC(=O)c1ccc(-c2ccccc2OC(F)(F)F)o1,-1%[57.5 µM]
CCOc1ccc(C(=O)NC(=S)N2CCN(c3ccc(C(F)(F)F)cc3[N+](=O)[O-])CC2)cc1,6%
Cc1cc(C(F)(F)F)nn1CC(=O)Nc1ccc(Br)c2cccnc12,-10%
